KCC2 mod = KCC2 cotransporter modulators, thallium flux, primary screen, cell-based, HEK293 KCC2, FluoZin-2 fluorescence, MLSMR; KCC2 cells, thallium flux FluoZin-2 fluorescence; 2.2% of 190,000 active; B-score of Tl+ flux slope (higher = more flux/activation; lower = inhibition) at 10 µM; AID 1456, 2008; Solute carrier family 12 member 5 (Homo sapiens), Q9H2X9;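 active means thallium flux slope and its plate-corrected score both differing from the plate sample mean at a set confidence after two filtering rounds, in either direction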;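 further: slope of fluorescence scaled to starting intensity during 10 to 20 s after thallium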
Target sequence (Q9H2X9 whole entry, looked up): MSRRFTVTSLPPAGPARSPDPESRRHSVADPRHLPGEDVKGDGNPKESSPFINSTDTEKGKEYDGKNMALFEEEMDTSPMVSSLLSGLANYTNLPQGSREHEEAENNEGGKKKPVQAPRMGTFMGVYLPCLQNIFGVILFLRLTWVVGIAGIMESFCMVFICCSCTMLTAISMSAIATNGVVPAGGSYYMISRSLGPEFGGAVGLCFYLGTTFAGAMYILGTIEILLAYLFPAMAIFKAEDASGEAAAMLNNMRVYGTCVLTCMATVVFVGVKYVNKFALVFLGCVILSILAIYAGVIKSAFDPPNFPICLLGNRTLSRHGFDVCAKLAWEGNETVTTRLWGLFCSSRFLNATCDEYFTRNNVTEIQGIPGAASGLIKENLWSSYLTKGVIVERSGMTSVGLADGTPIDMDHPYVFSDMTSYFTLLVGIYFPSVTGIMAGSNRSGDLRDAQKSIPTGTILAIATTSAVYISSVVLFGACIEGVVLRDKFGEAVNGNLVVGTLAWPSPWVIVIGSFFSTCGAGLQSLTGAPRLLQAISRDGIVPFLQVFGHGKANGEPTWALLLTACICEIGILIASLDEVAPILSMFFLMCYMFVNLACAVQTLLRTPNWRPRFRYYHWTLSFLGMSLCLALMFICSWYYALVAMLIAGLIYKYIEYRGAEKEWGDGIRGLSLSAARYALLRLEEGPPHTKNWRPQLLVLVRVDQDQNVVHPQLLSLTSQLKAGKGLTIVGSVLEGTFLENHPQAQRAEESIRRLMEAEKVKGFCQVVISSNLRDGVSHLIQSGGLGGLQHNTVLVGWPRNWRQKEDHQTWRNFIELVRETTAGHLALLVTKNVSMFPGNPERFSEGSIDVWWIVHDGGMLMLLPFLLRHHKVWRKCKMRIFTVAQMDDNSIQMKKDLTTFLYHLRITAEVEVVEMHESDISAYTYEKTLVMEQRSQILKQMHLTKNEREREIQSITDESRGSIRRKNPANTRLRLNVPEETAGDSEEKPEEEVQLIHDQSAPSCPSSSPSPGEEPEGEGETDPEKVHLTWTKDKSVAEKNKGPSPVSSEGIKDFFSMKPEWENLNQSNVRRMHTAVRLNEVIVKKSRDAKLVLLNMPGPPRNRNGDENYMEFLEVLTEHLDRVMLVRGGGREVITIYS
Hck-Nef inh = inhibitors of Nef-activated human Hck kinase, primary screen, biochemical, Z-Lyte FRET, 384-well, Hck-YEEI. inhibition, % at 20 µM. 0.68% of 220,000 active. Recombinant Hck-YEEI plus Nef, Z-Lyte FRET kinase assay. Tyrosine-protein kinase HCK (Homo sapiens), P08631;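 active means Hck-Nef kinase inhibition above about 50%, limit read from the data; inactive means inhibition below that limit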;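 further: 0% = DMSO with Hck plus Nef and 100% = Hck alone without Nef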
Rad51 HR inh = human RAD51 strand exchange inhibitors, primary screen, biochemical, fluorescence; hRad51 DNA strand exchange, fluorescence dequenching; inhibition, % at 10 µM; 0.085% of 200,000 active; AID 1385, 2008;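 active means inhibition above 40% at the single screening dose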;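 further: 0% = DMSO control wells and 100% = blanks with heterologous ssDNA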
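Material: hRad51 filaments on single-stranded DNA; Reagent: Donor/quencher-labelled 47-bp dsDNA substrate; Compound: 10 µM final, single point; Schedule: 37 °C 15-min filament assembly, 30-min compound preincubation, 15-min exchange; Technique: FRET fluorescence, excitation 485 nm, emission 520 nm; Benchmarks: control wells and blank wells on each plate.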
zVAD death inh = inhibitors of zVAD-triggered necroptosis, primary screen, L929 cells | AID 1377, 2008 | L929 zVAD necroptosis rescue, ATP luminescence, 24 h; with zVAD 60 µM | 0.38% of 220,000 active | viability rescue, % at 10 µM;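 active means activation, scaled between plate controls, above about 75%, limit read from the data; inactive means activation under that limit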;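 further: 0% = zVAD with DMSO and 100% = DMSO alone without zVAD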
thrombin 1536 = human alpha-thrombin inhibitors, primary screen, counter-screen for coagulation protease inhibitor project, biochemical, 1536-well, fluorogenic AMC substrate; Prothrombin (Homo sapiens), P00734; Boc-VPR-AMC fluorogenic substrate cleavage; inhibition, % at 5 µM; 0.26% of 220,000 active;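 active means inhibition at or above 40%; inactive means inhibition below 40%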;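 further: 0% = enzyme with no compound and 100% = wells without enzyme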
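System – human alpha-thrombin protein · Reagent – Boc-VPR-AMC substrate, 15 µM final · Compound – 5 µM single dose in 0.2% DMSO · Schedule – reaction at room temperature · Technique – AMC fluorescence at 355 nm excitation and 460 nm emission · Read-out basis – % inhibition relative to enzyme controls and enzyme-free blanks · Control set – no-compound enzyme wells and no-enzyme blanks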
FXIIa inh 1536 = human FXIIa protease inhibitors, primary screen, biochemical, 1536-well; Coagulation factor XII (Homo sapiens), P00748; purified FXIIa, Boc-QGR-AMC fluorogenic substrate, 2 h; inhibition, % at 5 µM; 0.3% of 220,000 active; AID 800, 2007; in the data active means inhibition above about 40%;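 further: 0% = enzyme with no compound and 100% = blank without enzyme; many of its hits are not listed in these tables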
FXIa inh = human FXIa protease inhibitors, primary screen, biochemical, 1536-well; purified FXIa, Boc-Glu-Ala-Arg-AMC fluorogenic substrate; inhibition, % at 5 µM; 0.14% of 220,000 active; AID 798, 2007;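 active means inhibition of at least 40%; inactive means inhibition below 40%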;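 further: fluorescence of freed AMC excited at 355 nm; 0% = enzyme without compound and 100% = no enzyme blank; many of its hits are not listed in these tables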
hK5 inh = human KLK5 protease inhibitors, primary screen, biochemical, 1536-well; Kallikrein-5 (Homo sapiens), Q9Y337; recombinant hK5, fluorogenic AMC substrate cleavage; inhibition, % at 5 µM; 0.59% of 210,000 active; AID 873, 2007;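 active means inhibition of 40% or more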;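 further: 0% = enzyme controls without compound and 100% = no-enzyme blanks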
TNF necrop inh = inhibitors of TNF-alpha triggered necroptosis, primary screen, cell-based, Jurkat FADD-/-, single concentration; Jurkat FADD-/- TNF necroptosis rescue, ATP luminescence, 24 h; 0 = TNF only, 100 = no-TNF cells; activation (protection from cell death), % at 10 µM; 0.068% of 220,000 active;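 active means activation, meaning protection from cell death, of at least 50% relative to plate controls; inactive means activation below 50%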;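 further: necroptosis triggered by 40 ng/mL TNF-alpha added together with compound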
* marks the source's active call; other numbers are inactive results. The list is partial, so the mix of outcomes need not match the whole.

`CC(=O)Nc1ccc([C@H]2[C@H](C)CC[C@H]3C(=O)N4[C@@H](CC[C@@H](C)[C@@H]4c4ccc(NC(C)=O)cc4)C(=O)N32)cc1` gave KCC2 mod -0.74, Hck-Nef inh -5, zVAD death inh 2.0, thrombin 1536 4, FXIIa inh 1536 13, FXIa inh 7, hK5 inh -6 and TNF necrop inh 0.1.
COc1ccc(CCN2C(=O)CC(N3CCOCC3)C2=O)cc1 (stereo not drawn) was read as KCC2 mod -1.3, Hck-Nef inh -1, Rad51 HR inh -4, zVAD death inh 0.6, thrombin 1536 -3, FXIIa inh 1536 4, FXIa inh 0, hK5 inh 3 and TNF necrop inh 0.8.
For Cc1cc(C)n(-c2nncc(-c3ccccc3)n2)n1 the results were KCC2 mod -1.9, Hck-Nef inh 0, Rad51 HR inh -6, zVAD death inh 3.5, thrombin 1536 4, FXIIa inh 1536 5, FXIa inh 3, hK5 inh 2 and TNF necrop inh 0.0.
Screening CCc1cc2c(SCC(=O)C(C#N)=C3N(C)c4ccccc4N3C)ncnc2s1 returned Hck-Nef inh 2, Rad51 HR inh -4, zVAD death inh 2.8, thrombin 1536 -1, FXIIa inh 1536 15, FXIa inh 5, hK5 inh -10 and TNF necrop inh -0.6.
`COc1ccc(NS(=O)(=O)c2cc(NC(=O)c3ccc(C)o3)ccc2N2CCCCC2)cc1` gave KCC2 mod -0.008, Hck-Nef inh 2, Rad51 HR inh -1, zVAD death inh 1.0, thrombin 1536 -1, FXIIa inh 1536 17, FXIa inh 14, hK5 inh -13 and TNF necrop inh 3.6.
`NC(=O)N/N=C/c1ccccc1OCC(=O)NCc1ccccc1` gave KCC2 mod 0.41, Hck-Nef inh 5, Rad51 HR inh 7, zVAD death inh -0.3, thrombin 1536 -5, FXIIa inh 1536 0, FXIa inh 2, hK5 inh -13 and TNF necrop inh 0.9.
For Cc1cccc(NC(=O)CC(C)(C)C)c1 the results were KCC2 mod 0.021, Hck-Nef inh -1, Rad51 HR inh -3, zVAD death inh 0.2, thrombin 1536 1, FXIIa inh 1536 -7, FXIa inh 4, hK5 inh -11 and TNF necrop inh 9.8.
Screening COc1ccccc1N=C1SC(C(=O)Nc2cccc(Cl)c2Cl)C(N)=C1C(N)=O (stereo not drawn) returned KCC2 mod -0.31, Hck-Nef inh 42, Rad51 HR inh -14, zVAD death inh 1.8, thrombin 1536 2, FXIIa inh 1536 13, FXIa inh 4, hK5 inh 0 and TNF necrop inh -9.3.
`COc1ccc(C2OC(=O)CC2C(=O)NC(C)C)cc1` (stereo not drawn) gave Hck-Nef inh 2, Rad51 HR inh 8, zVAD death inh -0.1, thrombin 1536 -4, FXIIa inh 1536 -3, FXIa inh -10, hK5 inh 2 and TNF necrop inh -2.5.
Cc1ccc2c(CN3CCOCC3)cc(=O)oc2c1 was read as KCC2 mod 0.87, Hck-Nef inh 4, Rad51 HR inh 14, zVAD death inh 1.5, thrombin 1536 2, FXIIa inh 1536 -1, FXIa inh -6, hK5 inh -8 and TNF necrop inh 3.1.
CSc1nnc(NC(=O)CCc2ccccc2)s1 was read as KCC2 mod -0.15, Hck-Nef inh 1, Rad51 HR inh 0, zVAD death inh 0.3, thrombin 1536 0, FXIIa inh 1536 9, FXIa inh 1, hK5 inh -10 and TNF necrop inh 2.9.
`Cc1cc(N2CCCCC2)nc(NCc2ccccc2)n1` gave KCC2 mod -0.51, Hck-Nef inh 2, Rad51 HR inh -2, zVAD death inh 0.9, thrombin 1536 -2, FXIIa inh 1536 16, FXIa inh 4, hK5 inh -3 and TNF necrop inh -17.
Screening Cc1cc2ncn(CCOc3ccccc3)c2cc1C returned KCC2 mod -0.92, Hck-Nef inh 1, zVAD death inh -0.2, thrombin 1536 0, FXIIa inh 1536 -2, FXIa inh 2, hK5 inh 1 and TNF necrop inh -0.4.
For COc1cc2c(cc1NC(=O)COC(=O)c1ccccc1)oc1ccccc12 the results were KCC2 mod 0.35, Hck-Nef inh 33, Rad51 HR inh 12, zVAD death inh 0.2, thrombin 1536 6, FXIIa inh 1536 9, FXIa inh -1, hK5 inh 13 and TNF necrop inh -0.1.
CC(=O)NCCc1nc2ccccc2n1Cc1cccc(C)c1 was read as KCC2 mod 0.28, Hck-Nef inh 15, zVAD death inh 0.9, thrombin 1536 -11, FXIIa inh 1536 6, FXIa inh -2, hK5 inh -2 and TNF necrop inh 0.1.

Molecules shown so far that contain an aryl thioether with sulfur outside any ring (two):
Screening CCc1cc2c(SCC(=O)C(C#N)=C3N(C)c4ccccc4N3C)ncnc2s1 returned Hck-Nef inh 2, Rad51 HR inh -4, zVAD death inh 2.8, thrombin 1536 -1, FXIIa inh 1536 15, FXIa inh 5, hK5 inh -10 and TNF necrop inh -0.6.
CSc1nnc(NC(=O)CCc2ccccc2)s1 was read as KCC2 mod -0.15, Hck-Nef inh 1, Rad51 HR inh 0, zVAD death inh 0.3, thrombin 1536 0, FXIIa inh 1536 9, FXIa inh 1, hK5 inh -10 and TNF necrop inh 2.9.

(further entries)
For Cc1cc(NC(=O)c2ccccc2F)n(C(C)(C)C)n1 the results were KCC2 mod 1.2, Hck-Nef inh 5, Rad51 HR inh -4, zVAD death inh -0.6, thrombin 1536 -5, FXIIa inh 1536 2, FXIa inh -5, hK5 inh -6 and TNF necrop inh -0.5.
`COc1ccc(-c2nc(=S)n3ccsc3n2)cc1OC` gave KCC2 mod 0.027, Hck-Nef inh -11, Rad51 HR inh -19, zVAD death inh 0.5, thrombin 1536 -1, FXIIa inh 1536 10, FXIa inh 3, hK5 inh 7 and TNF necrop inh -2.0.
For CCCCSCCCNC(=O)Nc1cccc(OC)c1 the results were KCC2 mod 0.015, Hck-Nef inh -1, Rad51 HR inh 3, zVAD death inh 0.8, thrombin 1536 2, FXIIa inh 1536 12, FXIa inh 2, hK5 inh -4 and TNF necrop inh 0.9.
`O=C(NC(=S)Nc1ccc(CN2CCOCC2)cc1)c1cccc([N+](=O)[O-])c1` gave KCC2 mod 2.3, Hck-Nef inh -2, zVAD death inh 1.7, thrombin 1536 -6, FXIIa inh 1536 6, FXIa inh 1, hK5 inh -33 and TNF necrop inh 0.8.
Screening CCOC(=O)C1(c2ccccc2)NC(c2ccccc2C)C2C(=O)N(c3ccc4c(c3)OCO4)C(=O)C21 (stereo not drawn) returned KCC2 mod 0.033, Hck-Nef inh 3, Rad51 HR inh 12, zVAD death inh -0.9, thrombin 1536 -3, FXIIa inh 1536 7, FXIa inh -1, hK5 inh -22 and TNF necrop inh -2.2.
For Cc1cc(OCC(=O)NCCO)cc(C)c1Cl the results were KCC2 mod -0.27, Hck-Nef inh -5, Rad51 HR inh 15, zVAD death inh 1.4, thrombin 1536 3, FXIIa inh 1536 9, FXIa inh 4, hK5 inh -27 and TNF necrop inh 2.1.
CCN(CC)C(=O)CSc1ncnc2c1nnn2-c1ccc(F)cc1 was read as Hck-Nef inh 0, Rad51 HR inh -1, zVAD death inh -1.0, thrombin 1536 2, FXIIa inh 1536 8, FXIa inh 4, hK5 inh -9 and TNF necrop inh -0.7.
Screening CC(NCCc1ccc(O)cc1)C(O)c1ccc(O)cc1 (stereo not drawn) returned KCC2 mod -0.45, Hck-Nef inh 0, Rad51 HR inh 5, zVAD death inh 0.3, thrombin 1536 1, FXIIa inh 1536 7, FXIa inh -1, hK5 inh -9 and TNF necrop inh 2.0.
`CCOc1cccc2sc(N(CCN(C)C)C(=O)c3ccc(Br)s3)nc12` gave KCC2 mod 2.2, Hck-Nef inh 10, Rad51 HR inh 12, zVAD death inh 0.9, thrombin 1536 6, FXIIa inh 1536 6, FXIa inh -4, hK5 inh -12 and TNF necrop inh 2.3.
O=C(O)CNS(=O)(=O)c1cccc(Cl)c1 was read as KCC2 mod 0.099, Hck-Nef inh -6, Rad51 HR inh 0, zVAD death inh 1.5, thrombin 1536 -8, FXIIa inh 1536 4, FXIa inh 2, hK5 inh -7 and TNF necrop inh 2.4.
C[C@@H]1NC(=O)[C@H](CCC(=O)O)NC(=O)c2cc([N+](=O)[O-])cc(F)c2NCCC[C@@H](C(N)=O)NC1=O was read as KCC2 mod -0.24, Hck-Nef inh -2, Rad51 HR inh 3, zVAD death inh 1.9, thrombin 1536 0, FXIIa inh 1536 12, FXIa inh 0, hK5 inh -9 and TNF necrop inh 2.1.
CC(C)OC(=O)CSc1nnc(-c2ccccn2)n1N was read as KCC2 mod 0.84, Hck-Nef inh 13, zVAD death inh -0.4, thrombin 1536 -9, FXIIa inh 1536 5, FXIa inh 1, hK5 inh -1 and TNF necrop inh 2.2.
Screening CCCc1cc(=O)[nH]c(SC(CC)C(=O)Nc2ccccc2C#N)n1 (stereo not drawn) returned KCC2 mod -0.016, Hck-Nef inh -1, Rad51 HR inh -4, zVAD death inh 0.1, thrombin 1536 5, FXIIa inh 1536 10, FXIa inh -9, hK5 inh -20 and TNF necrop inh -1.2.
For CCC(C)Sc1nc2c([nH]c3ccccc32)c(=O)n1C (stereo not drawn) the results were KCC2 mod -0.56, Hck-Nef inh 2, Rad51 HR inh 3, zVAD death inh 29, thrombin 1536 -7, FXIIa inh 1536 10, FXIa inh -3, hK5 inh -8 and TNF necrop inh -0.7.
`CCN(CC(=O)NCCc1ccccc1)S(=O)(=O)c1ccccc1` gave KCC2 mod -0.13, Hck-Nef inh 1, zVAD death inh 0.9, thrombin 1536 -4, FXIIa inh 1536 1, FXIa inh -1 and TNF necrop inh 1.2.
CC(=O)c1c(C)nc(-c2cccc([N+](=O)[O-])c2)n1O was read as KCC2 mod 1, Hck-Nef inh 17, Rad51 HR inh 10, zVAD death inh 4.0, thrombin 1536 4, FXIIa inh 1536 3, FXIa inh -2, hK5 inh -18 and TNF necrop inh -0.4.
For COc1c(S(=O)(=O)N2CCCC2)ccc(Cl)c1Cl the results were KCC2 mod -0.053, Hck-Nef inh 1, Rad51 HR inh -4, zVAD death inh -0.1, thrombin 1536 -11, FXIIa inh 1536 12, FXIa inh 1, hK5 inh -7 and TNF necrop inh -2.3.
Screening CC1=N/C(=C/c2cccnc2)C(=O)O1 returned KCC2 mod 0.14, Hck-Nef inh 31, Rad51 HR inh 3, zVAD death inh 3.9, thrombin 1536 -5, FXIIa inh 1536 6, FXIa inh -6, hK5 inh -7 and TNF necrop inh 0.9.
For CS(=O)(=O)N(CC(=O)NCc1ccccc1)C1CCCCC1 the results were KCC2 mod -0.14, Hck-Nef inh 3, Rad51 HR inh 6, zVAD death inh -0.8, thrombin 1536 0, FXIIa inh 1536 16, FXIa inh 6, hK5 inh -8 and TNF necrop inh -0.4.

Screening results: PubChem, several laboratories
